RAD54 branch: RAD54 (human) branch migration inhibition | Q92698 | RAD54 Holliday junction branch migration, FAM/BHQ fluorescence | inhibition, % at 10.4 µM | hit rate 0.14% among 360,000;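 active = mean normalized replicate activity at least 40 and at least half of replicates scoring 40 or more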;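 also: 0% = median of neutral control wells and 100% = median of positive control wells; inhibitors cause a drop in the FAM fluorescence signal; in these data hits start at about 50%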
Target sequence (Q92698 whole entry, looked up): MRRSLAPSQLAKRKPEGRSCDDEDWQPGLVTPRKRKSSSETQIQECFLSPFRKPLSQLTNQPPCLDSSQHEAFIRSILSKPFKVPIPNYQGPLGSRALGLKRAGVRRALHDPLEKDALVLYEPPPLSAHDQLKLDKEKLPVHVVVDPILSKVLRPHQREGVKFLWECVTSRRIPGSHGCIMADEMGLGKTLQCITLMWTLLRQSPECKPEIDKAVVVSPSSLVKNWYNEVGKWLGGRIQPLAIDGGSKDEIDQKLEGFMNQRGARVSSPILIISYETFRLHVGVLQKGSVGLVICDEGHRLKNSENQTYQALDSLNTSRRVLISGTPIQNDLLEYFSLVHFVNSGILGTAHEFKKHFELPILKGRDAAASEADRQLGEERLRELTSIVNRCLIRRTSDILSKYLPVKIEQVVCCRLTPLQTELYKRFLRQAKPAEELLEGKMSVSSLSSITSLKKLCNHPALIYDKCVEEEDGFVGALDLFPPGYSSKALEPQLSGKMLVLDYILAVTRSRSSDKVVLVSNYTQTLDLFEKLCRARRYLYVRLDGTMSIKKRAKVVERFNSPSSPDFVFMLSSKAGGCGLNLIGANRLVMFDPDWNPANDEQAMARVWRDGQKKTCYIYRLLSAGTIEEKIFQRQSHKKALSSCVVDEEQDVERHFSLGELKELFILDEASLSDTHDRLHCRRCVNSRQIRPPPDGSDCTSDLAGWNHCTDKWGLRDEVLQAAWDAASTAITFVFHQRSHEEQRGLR
* = called active by the depositor; & = joins results of further samples. A portion of the library, so the mix of outcomes need not match the whole.

SMILES	RAD54 branch
O=C(CC12CC3CC(C1)CC(CC(=O)N1CCCC1)(C3)C2)N1CCCC1	-5
CC(=O)c1c(N2CCCCC2)nc(=S)n(-c2ccccc2)c1C	2
CCCCOc1ccc(C(=O)N/C(=C\c2cccc([N+](=O)[O-])c2)C(=O)OC(C)C)cc1	-19
CC(C)CC(=O)NC(=S)Nc1ccc(NC(=O)c2cccs2)cc1	-10
CC(=O)C1=C(O)C(=O)N(Cc2cccnc2)C1c1ccccc1 (configuration not stated)	1
Cc1cc(OCC(=O)NC2CC2)c2c(C)cc(=O)oc2c1	-6
Nc1nc2ccc(N3CCOCC3)cc2s1	5
Cc1ccc(SCC(=O)NCCSC(C)(C)C)cc1	5
Cc1ccc(NC(=O)N2CCOCC2)c(C)c1	3
O=c1c2cn[nH]c2[nH]c(=S)n1-c1ccccc1F	-21
Cc1cc(OCc2nn[nH]n2)c2c(C)c(CC(=O)O)c(=O)oc2c1	9
CC(=O)Nc1ccc(NCN2C(=O)C3C4CCC(C4)C3C2=O)cc1 (configuration not stated)	8
Cc1cc(=O)n(CCc2ccccc2)c(O)c1C#N	-17
CN1C=CC=C/C1=C1\SC(=S)N(C2CCCCC2)C1=O	-12
COCCNC(=O)C(c1ccc(Cl)cc1)N(C(=O)Cn1nnc2ccccc21)c1cccnc1 (configuration not stated)	5
O=C(O)CCCC(=O)Nc1ccccc1-n1ccnc1	-2
COc1ccc(CNC(=O)CSc2nnnn2-c2ccc(O)cc2)cc1	-1
O=P(CCN1CCCCC1)(c1ccccc1)c1ccccc1	9
COc1ccc(OC)c(NC(=O)Cn2c(-c3ccc(Cl)cc3)noc2=O)c1	-3
CC(C)(C)OC(=O)NCc1ccc(NC(=O)c2nc[nH]c2C(=O)NCCNC(=O)c2[nH]cnc2C(=O)Nc2ccc(CNC(=O)OC(C)(C)C)cc2)cc1	-5
C#CCSc1nnc(-c2ccc(OC)cc2)o1	11
CCn1c(Cc2ccccc2)nnc1SCC(=O)N1CCCCC1	-8
Oc1ccccc1OCc1nc2ccccc2s1	-11
Cc1nc(C(=O)Nc2ccc(F)cc2)nn1-c1ccc([N+](=O)[O-])cc1	3
COc1ccc(OC)c(S(=O)(=O)n2cnc3cc(C)c(C)cc32)c1	-4
CCCSc1nnc(CN2CCOCC2)n1C	-12
CCOC(=O)N1CCN(C(=O)Cn2c(C)cc3ccccc3c2=O)CC1	8
COc1ccnc(Oc2ccc(C)cc2C)c1C#N	-9
Cc1cc(-c2csc(NC(=O)c3cc4ccccc4o3)n2)c(C)n1C	-3
Cc1ccc(NC(=O)c2cccc3c2C(=O)N(C2CCCCC2)C3)cc1	-3
O=C(N/N=C\c1cccc(Br)c1)c1ccccc1-n1cccc1	0
O=C(CC(NS(=O)(=O)c1ccc(Cl)cc1)c1ccco1)NC1CCCC1 (configuration not stated)	1
COc1cccc(OCCSc2nc(N)cc(N)n2)c1	-2
COc1cc(/C=C2\S/C(=N/S(=O)(=O)c3ccccc3)NC2=O)c([N+](=O)[O-])cc1OC	-9
O=S(=O)(NC1CC2CCC1C2)c1ccc2c(c1)OCCO2 (configuration not stated)	6
CS(=O)(=O)N1CCN(C(=O)Cc2ccccc2)CC1	12
O=C(CNS(=O)(=O)c1ccc(Br)s1)N1CCCC1	3
Cc1ccc(NC(=O)CCC(=O)OCCCC(F)(F)C(F)(F)F)cc1	-10
Cc1ccc2nsnc2c1N(S(C)(=O)=O)S(C)(=O)=O	-15
O=C(Nc1cccc(C(F)(F)F)c1)C1CCCN(c2ncccn2)C1 (configuration not stated)	9
CC(C)(C)n1ncc2c(=O)n(CC(=O)Nc3ccc4c(c3)OCCO4)cnc21	6
CCC(C)NC(=O)c1cn(C)c(=O)c2cc(OC)c(OC)cc12 (configuration not stated)	4
C/C(=N\NS(=O)(=O)c1ccc(Cl)c([N+](=O)[O-])c1)c1ccc(C)o1	-13
Cc1cc2ccccc2c(=O)n1CC(=O)Nc1ccc2c(c1)OCCO2	4
CCOCCCNC(=O)c1ccc(NC(C)=O)cc1	-8
COc1ccc(-c2cc(C#N)nc(N3CCN(c4ccccc4)CC3)n2)cc1	12
CN(C(=O)C12CC3CC(CC(C3)C1)C2)C1CCS(=O)(=O)C1 (configuration not stated)	-3
O=S(=O)(CCCc1ccccc1)c1ncn[nH]1	-6
COC(=O)c1nn(-c2ccccc2)c(Cl)c1/C=N/OCc1ccc(C)cc1	-6
CC1(C)Cc2ccccc2-c2nnc(SCc3ccc(C#N)cc3)n21	-1

Other entries follow:
SMILES	RAD54 branch
CC(=O)/C(C(=N)N1CCN(C(c2ccccc2)c2ccccc2)CC1)=C(\C)O	-5
CCOc1ccc(N=CC2=C(O)CC(C)(C)CC2=O)cc1	14
CCn1c(SCC(=O)N/N=C/C(C)=C/c2ccco2)nnc1-c1ccccc1	-11
O=C(CSc1nc2ccccc2o1)Nc1cc(C(F)(F)F)ccc1N1CCOCC1	-4
Cc1nn(Cc2ccc([N+](=O)[O-])cc2)c(=O)n1-c1ccccc1	3
COc1ccc(S(=O)(=O)N(CCc2ccccc2)CC(=O)O)cc1	0
CC(N=C(NS(=O)(=O)c1ccc(Cl)cc1)c1ccccc1)C(=O)O (configuration not stated)	12
Clc1ccc(-n2c(SC/C=C/c3ccccc3)nnc2-c2cccnc2)cc1	8
c1ccc(-c2nc(CSc3nnnn3-c3ccccc3)cs2)cc1	-10
Cc1cc(C(C)(C)C)oc1C(=O)N(CC(=O)NC1CCCC1)Cc1ccc(F)cc1	-2

The list goes on, starting with the last 7 of the part before.
SMILES	RAD54 branch
O=C(CSc1nc2ccccc2o1)Nc1cc(C(F)(F)F)ccc1N1CCOCC1	-4
Cc1nn(Cc2ccc([N+](=O)[O-])cc2)c(=O)n1-c1ccccc1	3
COc1ccc(S(=O)(=O)N(CCc2ccccc2)CC(=O)O)cc1	0
CC(N=C(NS(=O)(=O)c1ccc(Cl)cc1)c1ccccc1)C(=O)O (configuration not stated)	12
Clc1ccc(-n2c(SC/C=C/c3ccccc3)nnc2-c2cccnc2)cc1	8
c1ccc(-c2nc(CSc3nnnn3-c3ccccc3)cs2)cc1	-10
Cc1cc(C(C)(C)C)oc1C(=O)N(CC(=O)NC1CCCC1)Cc1ccc(F)cc1	-2
COc1ccccc1NC(=O)C1CCCN(S(=O)(=O)c2cccc3nsnc23)C1 (configuration not stated)	-3
COc1ccc(OC)c(C(=O)c2coc3ccc(OC)cc23)c1	3
CCCN1C2CCCC1CC(NC(=O)NC1CCCCC1)C2 (configuration not stated)	-5
CCC(=O)N1CCc2cc(S(=O)(=O)NC(CC(C)C)C(=O)N3CCc4ccccc43)ccc21 (configuration not stated)	-11
O=C(CN1C(=O)S/C(=C/c2cccs2)C1=O)N1CCOCC1	11
Cc1ccc(-c2nnc(N(C)C(=O)c3ccncc3)s2)cn1	1
Cc1ccnc(N2CCCC(C(=O)Nc3nnc(C)s3)C2)n1 (configuration not stated)	5
CCOc1cc(C(c2c(C)[nH][nH]c2=O)c2c(C)[nH][nH]c2=O)ccc1OC(=O)c1cccc([N+](=O)[O-])c1	4
COc1cc2c(cc1OC)CN(C(=O)c1cc(S(=O)(=O)N3CCOCC3)ccc1Cl)CC2	3
COc1ccc(S(=O)(=O)N(CC(N)=O)C2CCCCC2)cc1Cl	-3
CCc1nnc(NS(=O)(=O)c2ccc(N/C=C\C(=O)c3ccc(C)cc3)cc2)s1	-6
CC(=O)c1c(N2CCCCC2)nc(=S)n(Cc2ccccc2)c1C	4
CCOC(=O)N1CCN(C(=O)COc2cc(=O)n(C)c3ccccc23)CC1	4
CCOC(=O)c1cnc(-c2ccccc2)nc1Oc1ccc(C)cc1	1
CC(=O)Nc1nonc1-c1nc2ccccc2n1N(C(C)=O)C(C)=O	8
CCOc1ccc(CN(C(=O)c2ccco2)C2CCS(=O)(=O)C2)cc1 (configuration not stated)	-3
Cn1c(CSCc2ccccc2Cl)nnc1SCC(=O)Nc1nccs1	-13
CCOC(=O)C1CCN(C(=O)CCS(=O)(=O)c2ccc3c(c2)CCN3C(C)=O)CC1	0
CCn1cc(CNC(=O)CCc2ccc(OC)cc2)cn1	-2
COC(=O)C1=C(C)NC2=C(C(=O)C(C(=O)OC)C(c3ccc(OC)cc3)C2)C1c1ccccn1 (configuration not stated)	9
CC1(C)CC(N(Cc2ccco2)C(=O)Cc2ccccc2)CCO1 (configuration not stated)	-6
COc1ccc(CNCC(O)(c2ccc(Cl)cc2)c2ccc(Cl)cc2)cc1OC	8
Cc1ccc(Cl)cc1NS(=O)(=O)c1c(C)[nH]c(=O)[nH]c1=O	1
COc1ccccc1OCCCn1c(C)c(C#N)c2ccccc21	4
Cc1ccc(-n2ncc(C(=O)O)c2C2CCN(C(=O)OC(C)(C)C)CC2)cc1	-4
CCN(CC)CCN1C(=O)C(O)=C(C(=O)c2cccs2)C1c1ccc(C)o1 (configuration not stated)	3
CC(C)OC(=O)Cn1c(=O)sc2ccccc21	-2
COc1ccccc1CC(=O)NC1CC(C)(C)NC(C)(C)C1	-2
CC(=O)C1=C(C)NC(SCC(=O)c2ccc(Cl)cc2)=C(C#N)C1c1ccco1 (configuration not stated)	-1
Cc1ccc(-c2cc(C(F)F)n3ncc(C(=O)Nc4c(C)nn(Cc5c(Cl)cccc5Cl)c4C)c3n2)cc1	-13
N#Cc1ccsc1NC(=O)COC(=O)CCCSc1nc2ccccc2s1	-2
CCc1ccccc1NC(=O)c1nnn(CC(=O)Nc2ccccc2C)c1N	-11
Cc1ccc(S(=O)(=O)/C(C#N)=C/c2c(N3CCOCC3)nc3ccccn3c2=O)cc1	-1
CC1CCCC(NC(=O)COC(=O)COc2ccc(Cl)cc2)C1C (configuration not stated)	2
COc1ccc(OC)c(NC(=O)CCC(=O)Nc2nnc(C(F)(F)F)s2)c1	-2
Cc1ccc(S(=O)(=O)NCC(=O)OCC(=O)c2cccs2)cc1	4
COc1ccccc1CNC(=O)c1csc(Cc2ccc(Cl)cc2)n1	-10
CCCC(=O)C1=C(O)C(C(=O)OC)C(C)(C)CC1=NC(C)(C)C (configuration not stated)	-5
C#CCOCCOCCOCCNc1nc(N2CCN(C(=O)CCCCCCCCCCNC(=O)[C@@H](CCSC)n3cc(CCO)nn3)CC2)nc(N2CCN(C(=O)CCCCCCCCCCNC(=O)[C@H](CCCN=C(N)N)n3cc(C[C@@H](C)CC)nn3)CC2)n1	3
Cc1csc(NC(=O)CNC(=O)OCc2ccccc2)n1	7
O=C(COc1ncnc2sccc12)Nc1ccc2c(c1)OCCO2	-3
S=C1N(c2ccccc2)C(c2ccccc2)N2CCCN12 (configuration not stated)	4
COc1ccc(C(=O)N2c3cc4c(cc3C(C)=CC2(C)C)OCO4)cc1	-1&3
COc1ccc(C(C(=O)NC2CCCC2)N(CCN2CCOCC2)C(=O)c2ccc(OC)c(OC)c2)cc1 (configuration not stated)	0
CC1CN(c2nc3ccccn3c(=O)c2/C=C(\C#N)S(=O)(=O)c2ccccc2)CC(C)O1 (configuration not stated)	-2
Cc1cc(-c2ccccc2)[nH]c(=O)c1S(=O)(=O)c1ccc(Cl)cc1	1
COc1ccc(C(=O)/C=C/Nc2cccc(C)n2)cc1OC	7
CCCCNc1cc(=O)n(C)c(=O)n1C	1
Cc1ccc(C(=O)c2ccc(N3CCOCC3)c(F)c2)cc1	3
CCCCC(CC)C(=O)Nc1ccccc1C#N (configuration not stated)	-7

More records:
SMILES	RAD54 branch
COc1ccc(OC)c(NC(=O)Nc2ccc(Cl)cc2)c1	8
Cc1ccccc1NC(=O)c1cc(S(=O)(=O)N2CCOCC2)cs1	6
CC(C)Cc1nnc(NC(=O)CCC(=O)Nc2ccc(F)cc2)s1	-7
COc1ccc(-c2noc(CN(C)S(=O)(=O)c3ccc(C)cc3)n2)cc1	-1
COc1ccc(Cl)cc1C(=O)n1nc(C)cc1C	2
CC(c1nc2ccccc2c(=O)[nH]1)N1CCN(C)CC1 (configuration not stated)	-16
O=C(O)CCC(=O)Nc1ccc(N2CCCCC2)c(C(=O)O)c1	-5
Cc1ccc(C)c(OCCOCCN2CCOCC2)c1	7
CCN1/C(=C/C(C)=O)Sc2ccc(OC)cc21	5
CN(CCOC(=O)c1ccco1)Cc1ccccc1	5
O=C(CSc1n[nH]c(-c2ccncc2)n1)NCCc1ccccc1	0
C=CCNC(=O)CSc1nnc(-c2ccncc2)n1CCc1ccccc1	-8
CC(C)(C)c1cc2cccnc2n1Cc1cccc(F)c1	-1
CC(C)C(=O)NCCc1nc2ccccc2n1C	-7
COCCCNC(=O)COc1ccc(-c2nccc(-c3ccccn3)n2)cc1	0
C=CCn1c(-c2ccoc2C)n[nH]c1=S	-7
c1cncc(CNC2CCCc3ccccc32)c1 (configuration not stated)	-4
Cc1ccc(/C=N/Nc2nc(Cl)c(Cl)cc2Cl)s1	8
CCn1c(SCC(=O)N2CCc3ccccc32)nnc1-c1c[nH]c2ccccc12	3
CCOc1ccc(CNC(=O)C2CCC(=O)N2C2CCCC2)cc1OC (configuration not stated)	8
Cc1ccc(NC(=O)N(Cc2ccc3c(c2)OCO3)Cc2cc3cc4c(cc3[nH]c2=O)OCCO4)cc1	3
O=C(Nc1nc(-c2ccc(-c3ccccc3)cc2)cs1)C1CCCO1 (configuration not stated)	0
O=S(=O)(c1cc(-c2nnc(-c3ccc(Br)cc3)o2)ccc1Br)N1CCCCCC1	-3
CCOc1ccc2oc(-c3ccccc3)c(C(=O)O)c2c1	8

Entries above containing a cyano group, in the order listed:
SMILES	RAD54 branch
Cc1cc(=O)n(CCc2ccccc2)c(O)c1C#N	-17
COc1ccnc(Oc2ccc(C)cc2C)c1C#N	-9
COc1ccc(-c2cc(C#N)nc(N3CCN(c4ccccc4)CC3)n2)cc1	12
CC1(C)Cc2ccccc2-c2nnc(SCc3ccc(C#N)cc3)n21	-1
COc1ccccc1OCCCn1c(C)c(C#N)c2ccccc21	4
CC(=O)C1=C(C)NC(SCC(=O)c2ccc(Cl)cc2)=C(C#N)C1c1ccco1 (configuration not stated)	-1
N#Cc1ccsc1NC(=O)COC(=O)CCCSc1nc2ccccc2s1	-2
Cc1ccc(S(=O)(=O)/C(C#N)=C/c2c(N3CCOCC3)nc3ccccn3c2=O)cc1	-1
CC1CN(c2nc3ccccn3c(=O)c2/C=C(\C#N)S(=O)(=O)c2ccccc2)CC(C)O1 (configuration not stated)	-2
CCCCC(CC)C(=O)Nc1ccccc1C#N (configuration not stated)	-7
